DENV2 CPE – inhibitors of DENV2 cytopathic effect, primary screen, cell-based, plate reader, single concentration; 1.7% of 350,000 active; DENV2-infected cells, cytopathic effect rescue; CPE inhibition, % at 9.99 µM; in the data active = CPE inhibition above about 20%, passing the limit was not always enough; tested in BHK-21 cells;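 note: 0% = median of neutral control wells and 100% = median of positive control wells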
ERAP1 HTS inh – human ERAP1 aminopeptidase inhibitors, primary screen, biochemical, single point, plate reader. Endoplasmic reticulum aminopeptidase 1 (Homo sapiens), Q9NZ08. 0.15% of 340,000 active. recombinant ERAP1, Leu-AMC fluorescence, 60 min. inhibition, % at 10.7 µM;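 active = mean replicate inhibition of at least 30%, or all replicates individually reaching that 30% level; inactive = mean below 30% and not every replicate reaching it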;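 note: 0% = neutral control wells and 100% = L-leucinethiol positive control wells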
CFTR F508del cor – F508del CFTR correction, initial screen, CFBE line, single point. activity (quench increase), % at 7.58 µM. CFBE cells, YFP halide quenching; stimulated with forskolin plus potentiator P3; % fluorescence drop versus neutral controls. AID 720511, 2013. 0.36% of 350,000 active;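 active = mean added fluorescence quench of at least 8% versus neutral control, with both replicates also reaching 8%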;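 note: cells transiently co-express mutant CFTR-F508del with the halide-sensitive YFP; corrector assay measuring rescue of mutant channel to the surface after 24 h compound exposure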
ERp5 inh – inhibitors of ERp5-driven insulin aggregation, primary screen, biochemical, turbidity, absorbance 650 nm, single point; Protein disulfide-isomerase A6 (Homo sapiens), Q15084; 90 min; inhibition, % at 9.99 µM; 0.05% of 350,000 active;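 active = mean replicate inhibition above about 25%, with every replicate also reaching it, limit read from the data, passing the limit was not always enough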
Target sequence (Q15084 whole entry, looked up): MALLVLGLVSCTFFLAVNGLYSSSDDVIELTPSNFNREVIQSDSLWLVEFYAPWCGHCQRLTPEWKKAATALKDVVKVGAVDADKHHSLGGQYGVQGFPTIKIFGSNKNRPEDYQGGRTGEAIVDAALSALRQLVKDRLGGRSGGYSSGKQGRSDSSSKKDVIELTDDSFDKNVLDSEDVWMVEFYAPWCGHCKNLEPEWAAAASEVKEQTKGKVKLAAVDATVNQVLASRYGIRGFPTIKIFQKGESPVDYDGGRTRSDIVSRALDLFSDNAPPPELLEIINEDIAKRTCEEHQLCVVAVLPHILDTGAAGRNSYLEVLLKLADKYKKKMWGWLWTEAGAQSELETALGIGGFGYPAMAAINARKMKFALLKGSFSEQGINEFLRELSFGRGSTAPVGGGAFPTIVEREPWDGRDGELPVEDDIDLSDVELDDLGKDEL
SIRT5 block – SIRT5 desuccinylase inhibitors, primary screen, biochemical, fluorescence imaging, single point, set 5. inhibition, % at 15 µM. 1.1% of 330,000 active. NAD-dependent protein deacylase sirtuin-5, mitochondrial (Homo sapiens), Q9NXA8. AID 652115, 2013. Purified SirT5, succinyl-peptide AMC, trypsin-coupled fluorescence; in the data active = inhibition above about 15%
Target sequence (Q9NXA8 whole entry, looked up): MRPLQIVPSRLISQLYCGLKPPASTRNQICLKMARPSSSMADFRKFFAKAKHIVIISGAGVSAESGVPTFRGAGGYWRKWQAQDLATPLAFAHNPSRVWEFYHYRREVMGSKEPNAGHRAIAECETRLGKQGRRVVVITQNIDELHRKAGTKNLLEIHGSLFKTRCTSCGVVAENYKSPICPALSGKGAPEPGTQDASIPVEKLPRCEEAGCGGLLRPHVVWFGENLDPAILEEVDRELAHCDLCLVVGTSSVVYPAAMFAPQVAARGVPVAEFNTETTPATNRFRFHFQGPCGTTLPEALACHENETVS
CASP6 VEID inh – human caspase-6 inhibitors, primary screen, biochemical, VEID-R110 fluorescence, single point, set 2; P55212; purified caspase-6, Z-VEID-R110 cleavage fluorescence; inhibition, % at 12.5 µM; 0.53% of 350,000 active; AID 686996, 2013;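 active = mean inhibition across replicates at least about 35%, with every replicate also reaching that limit, limit read from the data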;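 note: 0% = median of neutral control wells and 100% = no fluorescence left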
Target sequence (P55212 24-179 limits assumed): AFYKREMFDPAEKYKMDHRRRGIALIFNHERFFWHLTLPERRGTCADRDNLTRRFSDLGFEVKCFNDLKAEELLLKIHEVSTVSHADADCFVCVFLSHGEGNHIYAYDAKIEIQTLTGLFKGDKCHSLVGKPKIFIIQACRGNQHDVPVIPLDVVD
Target sequence (P55212 194-293 limits assumed): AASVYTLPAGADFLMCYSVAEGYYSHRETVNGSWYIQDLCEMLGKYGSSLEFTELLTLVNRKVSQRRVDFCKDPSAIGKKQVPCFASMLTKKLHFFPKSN
miR-122 sensor – miR-122 Renilla sensor signal increase in Huh7, primary screen, miR-122 inhibitor project, cell-based, single point, plate reader; Huh7 miR-122 Renilla luciferase sensor, 48 h; neutral wells = 0, positive control = 100; 0.3% of 340,000 active; activation (reporter increase), % at 12.5 µM; AID 602342, 2012;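 active = mean replicate activation score at least 90 and every replicate individually at or above 90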;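 note: higher luciferase means less miR-122 activity so hits act as miR-122 inhibitors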
The depositor's hits bear a star; nt = not tested or not shown; & = joins results of further samples; [ ] = another dose, or the depositor's remark.

SMILES	DENV2 CPE	ERAP1 HTS inh	CFTR F508del cor	ERp5 inh	SIRT5 block	CASP6 VEID inh	miR-122 sensor
C[C@H]1CN([C@@H](C)CO)C(=O)Cc2cc(NC(=O)Nc3ccccc3)ccc2O[C@H]1CN(C)S(=O)(=O)c1ccccc1	-2	-1	-0.9	-4	-4	2	7[16.7 µM]
C[C@H]1CN([C@@H](C)CO)S(=O)(=O)c2ccc(C#CCN(C)C)cc2O[C@@H]1CN(C)Cc1cccnc1	-6	1	-3.2	-4	-1	-1	8[16.7 µM]
Cc1cccc(C)c1NC(=O)CSC(=S)N1CCCC1	nt	1	-1.2	8	-7	-3	nt
C[C@H]1CCCCO[C@@H](CN(C)C(=O)Nc2ccccc2)[C@@H](C)CN([C@@H](C)CO)C(=O)c2cc(NS(=O)(=O)c3cn(C)cn3)ccc2O1	-4	1	-3.1	5	3	2	4[16.7 µM]
CCOCCCNC(=O)C(c1ccc(OC)cc1)N(Cc1ccc2c(c1)OCO2)C(=O)c1ccccc1O (stereo not given)	5	-3	-4.0	-1	-1	0	13
Cc1ccc(C(=O)N/C(=C\c2ccc(Cl)cc2)C(=O)NCCCN2CCOCC2)cc1	2	-2	nt	0	nt	-3	-4
C[C@H](CO)N1C[C@H](C)[C@H](CN(C)S(=O)(=O)c2ccc(F)cc2)Oc2c(NC(=O)C3CC3)cccc2C1=O	-6	6	-5.5	-4	-2	1	0[16.7 µM]
Brc1ccccc1-c1csnn1	-8	4	0.7	9	nt	-1	-6
CC(=O)Nc1ccc(OCCCNC(=O)c2c(-c3ccccc3)noc2C)cc1	-5	-1	-4.4	2	1	-2	nt
CCCN1CCN(C(=O)CN2C(=O)COc3ccc(S(=O)(=O)N(CC)CC)cc32)CC1	3	-6	-1.2	3	0	-1	1
COc1ccc(-c2nc(CN3CCCCC3CCc3ccccn3)c(C)o2)cc1 (stereo not given)	-10	-5	0.1	5	3	-2	-14
O=C(CCC1CCCC1)N1CCN(S(=O)(=O)c2ccc(Br)cc2)CC1	14	0	4.8	1	-2	4	-4
COc1cc(OC)cc(C(=O)N[C@H](C(=O)OCC(=O)Nc2ccc(C(C)C)cc2)C(C)C)c1	-7	19	-2.6	2	-5	1	nt
CC1CCCN(C(=O)CNC(=O)c2cccs2)C1 (stereo not given)	7	1	0.3	nt	-3	-1	-5
NC(=O)[C@@H]1CCCNc2c(I)cc([N+](=O)[O-])cc2C(=O)N[C@@H](CO)C(=O)N[C@@H](Cc2ccc(O)cc2)C(=O)N1	-16	2	2.3	2	2	2	27
COc1cccc(-c2cnc3c(c2)C(=O)N([C@@H](C)CO)C[C@H](C)[C@H](CN(C)C(=O)Nc2ccccc2F)O3)c1	17	1	0.1	0	2	-1	10[16.7 µM]
C[C@@H](NC(=O)C[C@@H]1CC[C@H](NS(=O)(=O)c2cccc(F)c2)[C@H](CO)O1)c1ccccc1	5	4	0.4	6	-1	2	nt
CCn1c(-c2nn(-c3ccccc3)ccc2=O)n[nH]c1=S	-8	7	-2.2	0	-1	-6	nt
O=[N+]([O-])c1c(NCCO)cc(N2CCCCC2)c2nonc12	1	0	0.8	-1	4	-1	nt
CCC(=O)N=c1n(C)c2ccccc2n1CCOc1ccccc1	10	5	nt	-3	7	0	nt
COc1ccccc1CNC(=O)C1CC2Cn3c(nc4cc5ccccc5cc43)C2N1C (stereo not given)	13	nt	-1.7	-1	nt	3	nt
Cc1ccc(OCC(=O)N/N=C/c2cccc3cccnc23)cc1	0	-4	4.6	-2	2	6	1
CC(=O)N/C(=C\c1ccccc1)C(=O)NCC(=O)O	11	4	nt	2	1	5	nt
Cc1onc(NC(=O)NC(=O)c2c(Cl)cccc2Cl)c1Br	-1	1	1.9	4	-5	-1	-7
CCOC(=O)N1CCN(C(=O)COc2cc(C)c(Cl)c(C)c2)CC1	18	1	-1.0	-2	-1	3	nt
C=CCN1C=C(C(C)=O)C(=O)CC1	8	-2	1.8	5	-1	3	7
CC(=O)c1c(C)[nH]c(C(=O)N2CCN(S(=O)(=O)c3ccc(F)c(F)c3)CC2)c1C	4	-4	0.4	-1	-12	2	nt
C[C@@H]1CN([C@@H](C)CO)C(=O)c2cccc(NC(=O)c3ccc(-c4nccs4)cc3)c2O[C@@H]1CN(C)S(=O)(=O)c1ccccc1	-5	-1	-1.5	-7	-3	-1	3[16.7 µM]
COC(=O)[C@H](C)NC(=O)NC(C)CCc1ccccc1 (stereo not given in full)	-5	-2	0.1	4	0	-3	-3
O=C(Nc1ccncc1Cl)c1ccncc1	7	-1	0.4	-1	0	-5	-10
O=C(NC1CCCC1)C(=O)N(c1ccccc1F)C(C(=O)NCC1CCCO1)c1cccs1 (stereo not given)	-3	0	2.4	-8	-3	4	28
O=C(C[C@H]1C=C[C@H](NC(=O)c2ccc3c(c2)OCO3)[C@H](CO)O1)NCc1ccc(Oc2ccccc2)cc1	14	0	0.7	0	0	2	nt
COc1cccc(CN(C)C(=O)CCN=C2NS(=O)(=O)c3ccccc32)c1OC	2	-7	-0.9	5	-2	-2	7
O=C(CCNC(=O)c1ccc(Cl)cc1)Nc1ccc(Cl)cc1F	5	-1	-5.3	16	-1	24	nt
Cc1ccccc1-c1ccccc1[C@@H]1[C@H](C#N)N(C(=O)c2cccc(F)c2)[C@H]1CO	-1	-2	0.0	-3	2	4	nt
COc1ccc(-c2sc3ccc(OC)cc3c2C#Cc2cncn2C)cc1	-7	-2	0.9	1	-2	-4	33
O=C(c1ccccc1F)N1C(=O)c2cccc3cccc1c23	1	9	-0.5	4	-20	5	nt
COc1ccc(CN2CC3(CCN(C(=O)C4CCOCC4)CC3)c3c(n(C)c4cc(OC)ccc34)[C@@H]2CO)cc1	10	0	-0.8	-1	0	-3	nt
CC1OC2C(OC1C)N(S(C)(=O)=O)CCN2S(C)(=O)=O (stereo not given)	7	-1	-2.4	7	-4	1	-16
C[C@@H]1CN([C@H](C)CO)C(=O)c2cc(NC(=O)c3ccccc3)ccc2O[C@@H](C)CCCCO[C@H]1CN(C)C(=O)Nc1cccc2ccccc12	1	2	-2.0	-5	7	1	19[16.7 µM]
O=C(C[C@@H]1C[C@@H]2c3cc(NC(=O)Nc4ccc(C(F)(F)F)cc4)ccc3O[C@@H]2[C@H](CO)O1)NCc1ccc(Cl)cc1	0	1	-4.9	-1	4	0	7[16.7 µM]
COc1ccc(NC(=O)Nc2ccc3c(c2)C(=O)N([C@@H](C)CO)C[C@H](C)[C@@H](CN(C)C(=O)Nc2c(C)noc2C)O3)cc1	2	0	-2.6	-2	-1	3	1[16.7 µM]
COCCN(C(=O)CSc1nc2ccccc2c(=O)n1C(C)COC)c1c(N)n(Cc2ccccc2)c(=O)[nH]c1=O (stereo not given)	9	0	-1.6	-3	0	0	nt
COc1ccc(CCN(C)C(=O)c2c(C)nn(CC(C)C)c2Cl)cc1OC	-9	3	0.2	-4	-3	-99	-7
CC(=O)c1sc(NC(=O)c2ccccc2)nc1-c1ccccc1	5	3	1.5	1	0	1	nt
O=C(NCC[C@@H]1CC[C@H](NC(=O)C2CCC2)[C@@H](CO)O1)Nc1ccc(Cl)cc1	7	-4	-1.0	4	-1	-1	nt
COc1cccc(S(=O)(=O)N(C)C[C@H]2Oc3ncc(C#CCN(C)C)cc3C(=O)N([C@@H](C)CO)C[C@H]2C)c1	8	0	-2.9	-3	-2	-12	-2[16.7 µM]
O=C(COc1ccc(Cl)cc1Cl)Nc1ccc(CN2CCOCC2)cc1	-3	1	0.0	2	0	-6	3

Part of the list above in a different format:
O=C(C[C@H]1C=C[C@H](NC(=O)c2ccc3c(c2)OCO3)[C@H](CO)O1)NCc1ccc(Oc2ccccc2)cc1
- DENV2 CPE: 14
- ERAP1 HTS inh: 0
- CFTR F508del cor: 0.7
- ERp5 inh: 0
- SIRT5 block: 0
- CASP6 VEID inh: 2
- miR-122 sensor: nt
COC(=O)[C@H](C)NC(=O)NC(C)CCc1ccccc1 (stereo not given in full)
- DENV2 CPE: -5
- ERAP1 HTS inh: -2
- CFTR F508del cor: 0.1
- ERp5 inh: 4
- SIRT5 block: 0
- CASP6 VEID inh: -3
- miR-122 sensor: -3

More structures follow.
SMILES	DENV2 CPE	ERAP1 HTS inh	CFTR F508del cor	ERp5 inh	SIRT5 block	CASP6 VEID inh	miR-122 sensor
Cc1ccc(C)c(NC(=O)CSc2nnc(-c3ccccc3)o2)c1	2	-6	0.1	3	0	-2	2
CCc1nn(CC(=O)NCCCN2CCN(C)CC2)c(=O)c2cc3occc3n12	-6	-2	0.8	0	-1	-48	nt
Cc1ccc(S(=O)(=O)N2CCOCCOCCOCCOCCOCC2)cc1	1	1	1.3	-1	1	1	-11
C[C@H](CO)N1C[C@H](C)[C@H](CN(C)Cc2ccncc2)Oc2ccc(NC(=O)Cc3ccccc3)cc2C1=O	6	2	0.8	1	-6	0	0[16.7 µM]
CC(C)CC#Cc1ccc2c(c1)O[C@H](CN(C)S(=O)(=O)c1ccc(F)cc1)[C@H](C)CN([C@H](C)CO)S2(=O)=O	4	-4	4.5	2	-3	2	49[16.7 µM]
CCCCCc1c(C)[nH]c2nc3ccccc3n2c1=O	2	-3	2.1	4	-1	0	-4
O=C(C[C@@H]1C=C[C@H](NC(=O)Cc2ccccn2)[C@@H](CO)O1)NCCc1ccccc1	-4	-3	0.6	8	nt	-5	nt
CC(=O)OCC(=O)C1(O)CCC2C3CC(C)C4=CC(=O)C=CC4(C)C3C(O)CC21C (stereo not given)	-10	-2	0.6	5	0	nt	9
CCCCc1nnc(NC(=O)c2ccc3[nH]c(=O)c(=O)[nH]c3c2)s1	-2	2	0.2	-11	-2	1	5
COc1ccc(CN(C)C(=O)CCN(c2ccccc2)S(=O)(=O)c2ccc(C)cc2)c(OC)c1	-5	-1	6.4	0	0	-121	4
CC(=O)C1=C(C)Nc2ncnn2C1c1cccc(OCc2ccccc2)c1 (stereo not given)	-2	-2	0.3	0	0	2	2
CCCS(=O)(=O)NC(=O)C1(C)CCCN(C(=O)c2ccc3snnc3c2)C1 (stereo not given)	-14	6	0.9	0	-3	3	7
O=C(COC(=O)c1ccc(Br)o1)NCc1ccc(Cl)cc1	-2	-1	0.3	-2	-6	0	0
O=C(c1ccccc1)N1CCSc2sccc2C1=O	-4	3	-1.9	5	-5	4	-1
Cc1ccc(NC(=O)NCCN2CCCCC2)cc1Cl	-1	0	-1.9	0	-3	3	1
Cc1noc(C)c1NC(=O)N(C)C[C@H]1Oc2c(NC(=O)Nc3ccc4c(c3)OCO4)cccc2C(=O)N([C@H](C)CO)C[C@@H]1C	6&-6	-6&-7	0.4&1.0	-9&1	1&-2	0&2	-1[16.7 µM]
C[n+]1ccn(CC(=O)c2cc(C(C)(C)C)c(O)c(C(C)(C)C)c2)c1	19	6	-2.5	2	1	-2	0
COC(=O)c1ccccc1NC(=O)CN(C)S(=O)(=O)c1ccc(OC)cc1	nt	0	nt	-2	nt	1	-1
O=C(O)c1cc(N2CCCCC2)ccn1	8	-1	-0.5	0	-1	2	-10
CC(C)(C)n1nnnc1C(c1ccc2ncccc2c1)N1CCC(O)CC1 (stereo not given)	-5	4	-2.6	-10	0	-2	-6
C[C@@H]1CN([C@@H](C)CO)C(=O)c2cc(C#CC3CCCCC3)cnc2O[C@H]1CN(C)C(=O)NC1CCCC1	-9	-6	4.1	-3	3	1	10[16.7 µM]
COc1ccc(Br)cc1C1Nc2cccc3cccc(c23)N1	8	-1	-1.5	1	-1	1	13
COC(=O)C[C@H]1CC[C@H]2[C@@H](COc3ccc(NC(=O)Nc4cccc(C)c4)cc3C(=O)N2C)O1	2	2	2.0	-8	0	-1	-5[16.7 µM]
Cc1ccc(C2C(N)C(=O)N2c2ccc(C)cc2)cc1 (stereo not given)	1	-6	3.5	1	-2	-3	0
COc1ccccc1NC(=O)N(C1CCCC1)C1CCN(C(C)=O)CC1	3	-12	-0.3	3	-3	3	-6

Bioassay records (PubChem BioAssay)
